# PI5P4Ka inh – blocks human PI5P4K alpha kinase activity | P48426 | PI5P4Kalpha enzyme, ADP-Glo luminescence, 60 min; stronger effect = lower value | max response, % | hit rate 1.2% among 330,000; active = max response of -50% or lower; inconclusive = between -30% and -50%; inactive = -30% or higher; note: value at the top dose of about 77 µM; % is set by controls: 0 for no effect and ±100 for the full control effect
#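 Human PI5P4Kalpha with substrate in 0.038 M HEPES pH 7.4, 0.28 mM EGTA, 0.1% CHAPS, 5% DMSO; reaction started with 5 microM ATP (final), 60 min at room temperature. ADP formed read by ADP-Glo luminescence.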
# CCT chaperon mod – cytosolic chaperonin activity modulation; activity change, % (concentration not given with the values), hits read low; hit rate 0.3% among 360,000; purified chaperonin ATPase assay, HTRF ADP detection, 30 min; AID 651819; in the data active = activity change below about -30%; note: % is set by controls: 0 for no effect and ±100 for the full control effect
#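 First, chaperonin was dispensed at 40 nM or 20 nM final depending on batch activity. Next, compounds were pinned at 76 uM and ATP added at 10 uM. After 30 min at 37 °C, ADP detection reagents ran 30 min at ambient temperature.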
# EPAC1 antagonist – blocks human EPAC1 exchange factor; O95398; EPAC1 GEF assay, Rap1b-BODIPY-GDP exchange fluorescence; Potency, µM (doses to about 115 µM), for inactives: top-dose activity change, negative = inhibition, usual class: inhibitors; hit rate 0.14% among 360,000;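 note: potency is the fitted concentration of half-maximal effect; plate controls were vehicle for no effect and positive control for full effect; nearly all actives have a fitted effect of over 50% in size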
# PLK1 PBD inh – PLK1 (human) polo-box domain binding inhibition; P53350; Potency, µM, without a hit: max response, negative = inhibition, usual class: inhibitors; AID 720504; hit rate 2.8% among 360,000; Plk1 PBD binding of FITC phosphopeptide, fluorescence polarization; note: potency is the fitted concentration of half-maximal effect; series mostly up to about 57 µM; % is set by controls: 0 for no effect and ±100 for the full control effect; nearly all actives have a fitted effect of over 65% in size
# EPAC2 ag – activates human EPAC2 exchange factor. EPAC2 activation, biochemical qHTS; response scale: 100% = 6.5 mM cAMP response. Potency, µM (titrated, usually from 154 µM), inactives show at the top dose activation, actives largely listed as activators. Q8WZA2. hit rate 0.079% among 360,000; note: potency is the fitted concentration of half-maximal effect; nearly all actives have a fitted effect of over 50% in size
#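 In this primary screen, activation is scored as increased exchange of BODIPY-GDP from Rap1B by 100 nM EPAC2, with 50 uM GDP as competitor. Signal is normalized to the 6.5 mM cAMP agonist control.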
# IL-2 act – IL-2 activation. IL-2 activation reporter assay, cell-based qHTS; stimulated with anti-CD3/CD4/CD28 beads; in transgenic mouse T cells. activation, % (series mostly up to about 46 µM). hit rate 0.065% among 360,000. AID 652025; in the data active = activation above about 50%; inconclusive = mostly about 30% to 49%; note: 0% is about no effect
#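 Quantitative HTS in unstimulated transgenic mouse T cells, with memory T cells as non-tolerant control and PMA/ionomycin as tolerance-bypass control. Compound pretreatment lasted 60 minutes before 18 h bead stimulation; EGFP/DsRed fluorescence read.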
# WRN helicase inh – inhibitors of human WRN helicase. WRN helicase unwinding, fluorescent forked duplex, kinetic. hit rate 0.46% among 360,000. Q14191. Potency, µM (series often up to 114 µM), for the others: top-dose activity change, negative = inhibition, actives largely listed as inhibitors; note: potency is the fitted concentration of half-maximal effect; % is set by controls: 0 for no effect and ±100 for the full control effect; nearly all actives have a fitted effect of over 55% in size
# Target sequence (Q14191 whole entry, looked up): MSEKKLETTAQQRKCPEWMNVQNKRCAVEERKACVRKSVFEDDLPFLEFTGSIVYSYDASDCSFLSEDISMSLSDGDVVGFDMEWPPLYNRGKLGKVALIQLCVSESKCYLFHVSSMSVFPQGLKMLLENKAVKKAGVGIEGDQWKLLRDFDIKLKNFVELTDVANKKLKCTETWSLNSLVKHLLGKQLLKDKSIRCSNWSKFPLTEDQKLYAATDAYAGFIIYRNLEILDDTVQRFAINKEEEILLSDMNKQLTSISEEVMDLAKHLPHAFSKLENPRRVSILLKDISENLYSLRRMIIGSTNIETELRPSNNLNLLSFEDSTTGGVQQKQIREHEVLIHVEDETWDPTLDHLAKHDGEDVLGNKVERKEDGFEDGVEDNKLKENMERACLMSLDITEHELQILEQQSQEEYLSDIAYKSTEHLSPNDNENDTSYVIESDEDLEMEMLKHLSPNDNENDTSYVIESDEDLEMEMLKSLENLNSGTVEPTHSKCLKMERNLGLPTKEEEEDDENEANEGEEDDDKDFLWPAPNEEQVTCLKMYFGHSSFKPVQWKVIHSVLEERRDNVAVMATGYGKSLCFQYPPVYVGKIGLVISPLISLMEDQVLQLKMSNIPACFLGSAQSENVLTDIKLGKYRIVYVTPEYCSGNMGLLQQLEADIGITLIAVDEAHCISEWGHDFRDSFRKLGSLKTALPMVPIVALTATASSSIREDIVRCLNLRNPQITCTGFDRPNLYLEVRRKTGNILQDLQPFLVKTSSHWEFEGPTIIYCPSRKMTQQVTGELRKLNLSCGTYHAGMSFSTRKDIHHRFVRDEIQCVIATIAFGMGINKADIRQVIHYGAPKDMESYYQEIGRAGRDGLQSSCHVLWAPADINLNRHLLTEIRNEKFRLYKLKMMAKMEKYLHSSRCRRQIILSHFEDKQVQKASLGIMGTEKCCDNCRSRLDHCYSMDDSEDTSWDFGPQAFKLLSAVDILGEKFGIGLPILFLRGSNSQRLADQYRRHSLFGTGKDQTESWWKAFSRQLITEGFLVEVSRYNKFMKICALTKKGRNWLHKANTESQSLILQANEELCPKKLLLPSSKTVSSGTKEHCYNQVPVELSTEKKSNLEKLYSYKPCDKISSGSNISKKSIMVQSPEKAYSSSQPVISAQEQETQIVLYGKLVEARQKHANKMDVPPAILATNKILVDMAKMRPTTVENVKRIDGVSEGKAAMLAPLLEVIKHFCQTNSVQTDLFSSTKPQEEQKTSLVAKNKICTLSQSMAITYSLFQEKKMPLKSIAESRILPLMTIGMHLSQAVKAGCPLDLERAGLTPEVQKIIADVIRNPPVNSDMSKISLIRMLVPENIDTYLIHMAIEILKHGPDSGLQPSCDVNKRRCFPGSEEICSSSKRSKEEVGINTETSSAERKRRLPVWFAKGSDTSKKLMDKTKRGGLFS
#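 WRN at 20 nM final preincubated with compound 15 min at room temperature; reaction started with 100 nM fluorophore/quencher forked duplex oligonucleotide and 2 mM ATP final. Unwinding followed kinetically by red fluorescence (ex 525, em 598 nm).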
# EPAC1 agonist – EPAC1 (human) agonism | O95398 | EPAC1 agonist qHTS, biochemical assay; response scale: 100% = response to 6.5 mM cAMP | Potency, µM (highest dose often 154 µM), without a hit: top-dose activation, most hits filed as activators | hit rate 0.073% among 360,000; note: potency is the fitted concentration of half-maximal effect; nearly all actives have a fitted effect of over 60% in size
#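 Multi-concentration qHTS readout: loss of Rap1B-bound BODIPY-GDP fluorescence driven by 100 nM EPAC1 with excess GDP (50 uM), monitored kinetically at room temperature; agonist response expressed relative to 6.5 mM cAMP.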
# * marks the source's active call; other numbers are inactive results; ? = inconclusive; . = no result given; [ ] = dose if it differs, or a comment. Unless noted, calls come from the whole dose curve; as a rule, active = well fitted curve in the direction sought with a large enough effect; inconclusive = small, poorly fitted or top-dose-only effect, or another doubt; inactive = no such curve, though single readings can be large; an effect the other way counts as inactive or inconclusive. The list is partial, so the mix of outcomes need not match the whole.
# Every second line gives: PI5P4Ka inh	CCT chaperon mod	EPAC1 antagonist	PLK1 PBD inh	EPAC2 ag	IL-2 act	WRN helicase inh	EPAC1 agonist
C[C@@H](c1ccccc1)N1C[C@H](COCc2ccccc2)Oc2cc(N3CC[C@@H](O)C3)ccc2S1(=O)=O
  19	-0.2	-23%	9%	-1%	-0.7	-1%	-3%
COCCNc1c(-c2ccc(O)cc2)nc2ccc(Cl)cn12
  0	-0.4	0%	-5%	1%	0.5	-6%	0%
CC(=O)N1CCc2ccc(S(=O)(=O)Nc3ccccc3Cl)cc21
  -2	-2.4	?	-18%	11%	0.0	-1%	6%
Cc1cccc(NC(=O)CCC(=O)OCC(=O)c2ccc(Oc3ccc([N+](=O)[O-])cc3)cc2)c1
  -24	0.0	-9%	11µM*	8%	-2.9	-14%[57.1 µM]	11%
CCOc1ccccc1NS(=O)(=O)c1ccc2[nH]c(=O)ccc2c1
  -26	0.0	-13%	-8%	8%	-1.7	6%[11.6 µM]	-3%
COc1ccc2nc(COC(=O)c3cccs3)c(C(C)=O)[n+]([O-])c2c1
  -13	-6.5	0%	-3%	7%	-0.3	6%	-7%
O=S(=O)(NCCCCCNS(=O)(=O)c1ccccc1)c1ccccc1
  -13	-1.5	3%	30µM*	-5%	-0.7	15%	9%
Cc1nn(-c2ccccc2)c(C)c1C(=O)OCC(=O)N(C)C1CCS(=O)(=O)C1 (stereo not drawn)
  5	2.1	10%	-4%	0%	1.3	-14%	-7%
CCc1sc(C(=O)NNC(=O)CNC(=O)c2ccccc2F)cc1C
  0	-0.2	?	-13%	9%	-0.5	-3%	1%
Cc1ccc(C(=O)Nc2ccn(C)n2)cc1
  -1	-1.9	7%	-8%	10%	3.6	7%	9%
COc1ccc(CC2(C)OC(c3ccc(C)cc3)=NN2C(C)=O)cc1 (stereo not drawn)
  0	1.8	?	-10%	6%	-6.0	-8%	-3%
COc1cccc(Cn2cnc3c(NS(=O)(=O)c4ccc(Cl)cc4Cl)c(C)c(C)cc32)c1
  13	1.6	-1%	-1%	13%	-1.8	-9%	4%
CO/N=C/C(C#N)=C/c1ccc(OC)cc1
  0	-9.2	9%	-7%	5%	-0.7	-7%	2%
Oc1ccc(Br)cc1-c1nc2cnccn2c1NC1CCCCC1
  .	1.4	-8%	-1%	7%	1.6	-19%	25%
CCN(CC)C(=O)c1ccc2sc([C@@H]3O[C@H](CO)[C@H](O)[C@H](O)[C@H]3O)nc2c1
  -2	-2.5	-12%	-13%	4%	0.2	7%[57.1 µM]	-8%
CC(=O)N(CC1CCCO1)c1nnc(-c2ccccn2)s1 (stereo not drawn)
  2	-1.7	-3%	-5%	-5%	-0.9	3%	2%
Cc1ccc(NC(=O)[C@H](C)NC(=O)C2CCN(C(=O)[C@@H](NC(=O)OC(C)(C)C)C(C)C)CC2)cc1
  -3	-0.2	0%	8%	-6%	1.1	-1%	-3%
COc1ccc(CNc2nc3ccccc3n2Cc2ccc(Cl)cc2)cc1OC
  0	1.2	?	-1%	-3%	-3.1	-5%	7%
OC(CNCc1ccncc1)c1ccccc1 (stereo not drawn)
  -3	0.3	-16%	27µM*	11%	0.5	3%	-3%
CCCn1c(NCc2ccccn2)nc2ccccc21
  .	-12	8%	-6%	7%	-1.0	5%	7%
c1ccc(N2CCN(c3ncnc4c3oc3ccccc34)CC2)cc1
  15	1.9	-2%	3%	6%	1.8	-4%	-9%
COc1ccc(/C=N/NC(=O)C2COc3ccccc3O2)cc1OC (stereo not drawn)
  7	-2.1	14%	3%	-2%	0.0	-15%	1%
COc1cccc(-c2cc3c(-n4cccc4)ncnc3o2)c1
  1	-2.3	-10%	-9%	10%	-2.0	-2%	18%
Cc1ccc(C(=O)OCC(=O)NCCN2C(=O)CSC2=O)cc1
  5	0.4	10%	-1%	-1%	4.5	-1%	11%
COc1ccc(N2CCCn3c2nc2c3c(=O)n(Cc3ccccc3F)c(=O)n2C)c(OC)c1
  -5	0.5	9%	-1%	-3%	1.9	-2%	-4%
C=CCN(CC=C)C(=O)c1cc(Cl)ccc1[N+](=O)[O-]
  0	2.6	-9%	0%	-6%	2.1	3%	1%
C/C(=N\NC(=O)COc1ccccc1[N+](=O)[O-])c1cccc(NC(=O)c2ccncc2)c1
  -8	1.1	-16%	-2%	-4%	-0.2	-24%	9%
Cc1cccc(C2c3[nH]c4ccccc4c3CCN2C(=O)c2cc(CC(C)C)[nH]c(=O)n2)n1 (stereo not drawn)
  -1	-1.4	-9%	-15%	9%	1.8	-4%	14%
CCN1C(=O)CC(N2CCN(c3ccc(Cl)cc3)CC2)C1=O (stereo not drawn)
  -6	1.6	3%	2%	9%	0.3	11%	0%
S=C(Nc1ccccc1)N1CCOCCOCCN(C(=S)Nc2ccccc2)CCOCCOCC1
  -2	-0.5	-18%	-6%	5%	1.5	-9%	2%

# 6 entries from above, with bars between the fields:
Compound | PI5P4Ka inh | CCT chaperon mod | EPAC1 antagonist | PLK1 PBD inh | EPAC2 ag | IL-2 act | WRN helicase inh | EPAC1 agonist
Cc1nn(-c2ccccc2)c(C)c1C(=O)OCC(=O)N(C)C1CCS(=O)(=O)C1 (stereo not drawn) | 5 | 2.1 | 10% | -4% | 0% | 1.3 | -14% | -7%
CCc1sc(C(=O)NNC(=O)CNC(=O)c2ccccc2F)cc1C | 0 | -0.2 | ? | -13% | 9% | -0.5 | -3% | 1%
Cc1ccc(C(=O)Nc2ccn(C)n2)cc1 | -1 | -1.9 | 7% | -8% | 10% | 3.6 | 7% | 9%
COc1ccc(CC2(C)OC(c3ccc(C)cc3)=NN2C(C)=O)cc1 (stereo not drawn) | 0 | 1.8 | ? | -10% | 6% | -6.0 | -8% | -3%
COc1cccc(Cn2cnc3c(NS(=O)(=O)c4ccc(Cl)cc4Cl)c(C)c(C)cc32)c1 | 13 | 1.6 | -1% | -1% | 13% | -1.8 | -9% | 4%
CO/N=C/C(C#N)=C/c1ccc(OC)cc1 | 0 | -9.2 | 9% | -7% | 5% | -0.7 | -7% | 2%

# (continued)
# Every second line gives: PI5P4Ka inh	CCT chaperon mod	EPAC1 antagonist	PLK1 PBD inh	EPAC2 ag	IL-2 act	WRN helicase inh	EPAC1 agonist
Cn1/c(=N/NC(=O)c2cccc(OC(F)F)c2)sc2ccccc21
  3	0.3	3%	0%	-3%	1.9	-9%	12%
Cc1cn([C@H]2C[C@H](O)[C@@H](/C=C/C(=O)NCCc3cccs3)O2)c(=O)[nH]c1=O
  0	1.2	-17%	4%	6%	-0.5	2%	-1%
Cc1cccc2cc(-c3ccccc3)c(-c3ccccc3)c[n+]12
  -19	-0.7	9%	?	6%	-2.5	5%	7%
CCOc1cc(C#N)ccc1OCC(=O)N1CCN(C(=O)c2cccs2)CC1
  4	-1.8	-10%	3%	3%	6.9	1%	3%
CCN1CCN(Cc2ccc(NC(=O)Nc3ccccc3)cc2)CC1
  -1	-1.0	-1%	2%	-3%	-1.9	2%	-5%
CNC(=O)C12CCC(C)(c3nc4cc(C)c(C)cc4nc31)C2(C)C (stereo not drawn)
  .	0.6	8%	-2%	11%	-0.5	-4%	5%
O=C(NCc1ccc2c(c1)OCO2)c1ccc(CSCc2cccc(Cl)c2)o1
  18	-1.2	-21%	7%	1%	-0.2	-20%	4%
Cc1ccc(CCN2CC(C(=O)NCCN3CCOCC3)CC2=O)cc1 (stereo not drawn)
  0	-1.8	9%	-9%	3%	0.9	-6%	5%
Cc1cc(C(=O)N/N=C/c2ccc3c(c2)OCO3)c(C)o1
  1	-0.8	3%	-1%	-4%	-0.3	0%	-5%
CCCCOC(=O)CSc1n[nH]c(=O)[nH]c1=O
  -4	0.1	-4%	-3%	0%	0.2	4%	0%
COc1ccc(NC(=O)Nc2ccccc2OC)cc1
  .	0.0	11%	-1%	7%	-1.2	-5%[57.1 µM]	-2%
COc1cc(/C=C(\C#N)C(=O)Nc2ccc(C(=O)O)cc2)ccc1OC(=O)c1cccc(F)c1
  -5	-1.3	4%	24µM*	4%	1.4	-4%[57.1 µM]	5%
CC1(C)NC(=O)N(CC(O)COc2ccc(-c3ccccc3)cc2)C1=O (stereo not drawn)
  0	0.5	2%	-9%	-5%	0.6	3%	2%
COc1ccc(OC)c(N2C(=O)c3ccccc3C2c2nnnn2-c2ccc3c(c2)OCCO3)c1 (stereo not drawn)
  -1	-0.2	-16%	-11%	5%	-0.1	2%	2%
NCC(=O)NCC(=O)OCc1ccccc1
  1	-1.7	1%	-4%	16%	-0.1	0%	-7%
CC(=O)N/C(=C\c1ccccc1)C(=O)OCc1cccc(S(=O)(=O)N(C)C)c1
  -6	-0.6	2%	4%	-2%	-0.6	-1%	8%
COCC(C)N1CCC(n2nccc2NC(=O)CCCc2ccccc2)CC1 (stereo not drawn)
  -7	-1.0	-29%	-10%	11%	-1.1	13%	3%
Cc1cc(NC(=O)Nc2ccc(C)c(C)c2)no1
  5	1.0	9%	7%	1%	6.5	-7%	2%
CC(C)C[C@@H](CO)N1CCN(CC(C)C)CCC1=O
  2	-2.2	-4%	-4%	-8%	0.2	2%	-11%
COC(=O)C1=C(C)N(C)C(=S)N(C)C1c1ccc(OC)cc1 (stereo not drawn)
  5	-0.9	-11%	-7%	3%	0.7	8%	0%
CCN(Cc1ccccc1)c1ccc(/C=N/NC(=S)NC(C)C)cc1
  4	-1.6	-10%	0%	2%	-0.6	-16%	10%
O=C(COC(=O)CCN1C(=O)C2CC=CCC2C1=O)NCCc1ccc(F)cc1 (stereo not drawn)
  -8	0.9	-21%	-10%	7%	1.0	-5%	-3%
COC(=O)CNc1c(-c2ccccc2)nc2ccc(Br)cn12
  6	2.9	-5%	-2%	6%	4.2	-26%	-3%
NS(=O)(=O)c1ccc(CCNc2ccnc3cc(Cl)ccc23)cc1
  5	-0.7	4%	7%	-1%	-0.8	-6%	5%

# Source: PubChem BioAssay
